# Screening data as filed in PubChem.
# POLI inh: blocks human DNA polymerase iota activity | Q9UNA4 | Pol iota fluorescent replication assay, 10 min | Potency, µM (doses to about 115 µM), for the others: at the top dose activity, negative = inhibition, usual class: inhibitors | hit rate 1% among 390,000 | AID 588590; note: potency is the fitted concentration of half-maximal effect
# Target sequence (Q9UNA4 whole entry, looked up): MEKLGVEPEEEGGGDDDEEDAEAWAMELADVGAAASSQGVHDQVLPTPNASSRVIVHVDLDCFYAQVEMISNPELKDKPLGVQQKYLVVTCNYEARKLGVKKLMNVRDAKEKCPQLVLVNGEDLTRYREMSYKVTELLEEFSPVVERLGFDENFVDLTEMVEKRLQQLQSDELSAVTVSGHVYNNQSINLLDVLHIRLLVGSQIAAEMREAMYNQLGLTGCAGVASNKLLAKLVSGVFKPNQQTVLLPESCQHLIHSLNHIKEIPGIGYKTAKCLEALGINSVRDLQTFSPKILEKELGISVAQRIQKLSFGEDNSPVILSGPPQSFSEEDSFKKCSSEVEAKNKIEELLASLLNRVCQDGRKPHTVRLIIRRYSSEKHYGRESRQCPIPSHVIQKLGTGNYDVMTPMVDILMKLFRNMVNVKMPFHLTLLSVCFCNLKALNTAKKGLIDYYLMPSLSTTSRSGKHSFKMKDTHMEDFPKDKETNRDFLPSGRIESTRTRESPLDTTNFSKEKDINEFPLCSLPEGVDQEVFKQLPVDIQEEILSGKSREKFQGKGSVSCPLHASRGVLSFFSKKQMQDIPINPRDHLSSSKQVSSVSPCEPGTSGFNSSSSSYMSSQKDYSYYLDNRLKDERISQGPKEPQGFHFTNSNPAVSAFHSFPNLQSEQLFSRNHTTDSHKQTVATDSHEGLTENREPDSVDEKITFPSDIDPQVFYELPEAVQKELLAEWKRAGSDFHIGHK
#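 Pol iota at 10 nM preincubated 15 min with compounds at room temperature; reaction started with fluorescent substrate, 50 nM final. Fluorescence read kinetically at 0 and 10 min; buffer-only wells as negative control.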
# LDHA block: blocks human lactate dehydrogenase A | P00338 | purified LDHA, NADH/diaphorase-resazurin fluorescence; hits give low values | activity change, % (values are at about 110 or 230 µM) | hit rate 0.15% among 480,000 | AID 1347041; in the data active = activity change below about -30%; inconclusive = mostly about -25% to -30%;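 note: plate controls were DMSO wells for no effect and wells without enzyme for full effect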
#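 Resorufin fluorescence (ex540/em590), read at 0 and 20 min after diaphorase/resazurin addition, reports the NADH left after a 5 min room-temperature reaction of 2 nM human LDH5 with 0.06 mM NADH and 0.2 mM pyruvate.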
# POLK inh: DNA polymerase kappa (human) inhibition; purified Pol kappa, fluorescent DNA synthesis assay, 10 min; Potency, µM (highest dose often 107 µM), for the others: at the highest dose activity, negative = inhibition, most hits filed as inhibitors; Q9UBT6; hit rate 0.53% among 400,000; note: potency is the fitted concentration of half-maximal effect; % is set by controls: 0 for no effect and ±100 for the full control effect
#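 Here, compound and 10 nM enzyme are combined for 15 min at room temperature; adding 50 nM substrate (final) starts DNA synthesis, tracked by fluorescence at 0 and 10 min against buffer-only wells.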
# BLM helicase inh: Bloom syndrome helicase (human) inhibition; P54132; recombinant BLM DNA unwinding, fluorescence dequenching; Potency, µM (series often up to 56.1 µM), for inactives: at the top dose activity change, negative = inhibition, usual class: inhibitors; hit rate 0.2% among 350,000;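 note: potency is the fitted concentration of half-maximal effect; plate controls were vehicle for no effect and no enzyme for full effect; nearly all actives have a fitted effect of over 35% in size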
# Pol beta inh: DNA polymerase beta (human) inhibition. P06746. Pol beta primer extension/strand displacement, fluorescence kinetic. Potency, µM (doses to about 114 µM), for inactives: at the top dose activity change, negative = inhibition, actives largely listed as inhibitors. hit rate 1.3% among 340,000. AID 485314; note: potency is the fitted concentration of half-maximal effect; % is set by controls: 0 for no effect and ±100 for the full control effect
#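 Enzyme-only controls used 10 nM Pol beta; buffer lacking enzyme served as negative control. Compound preincubated 15 min, then 50 nM substrate added; 0 and 10 min reads at room temperature.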
# Anesthetic bind: candidate novel general anesthetic via apoferritin binding | hit rate 0.074% among 350,000 | P02791 | AID 485281 | apoferritin/1-aminoanthracene competitive binding, fluorescence | Potency, µM (series often up to 77.5 µM), for the others: at the highest dose activity change, negative = displacement, hits mostly inhibitors; note: potency is the fitted concentration of half-maximal effect; % is set by controls: 0 for no effect and ±100 for the full control effect; nearly all actives have a fitted effect of over 20% in size
# Target sequence (P02791 2-175 limits assumed): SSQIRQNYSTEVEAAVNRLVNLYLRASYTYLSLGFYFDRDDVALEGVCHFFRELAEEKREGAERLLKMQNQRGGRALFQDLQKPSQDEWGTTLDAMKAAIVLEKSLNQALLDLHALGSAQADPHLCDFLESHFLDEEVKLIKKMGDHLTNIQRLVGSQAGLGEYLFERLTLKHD
#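 Probe: 1-aminoanthracene (50% saturated, PBS). Protein: horse-spleen apoferritin, 10 uM. Incubation: 10 min, room temperature. Detection: 380 nm excitation, 535 nm emission. Analysis: normalized response, four-parameter Hill.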
# APEX1 inh: blocks human APE1 abasic DNA cleavage; P27695; recombinant APE1, TAMRA/BHQ-2 abasic DNA cleavage fluorescence; Potency, µM (highest dose often 65.8 µM), for the others: at the highest dose activity change, negative = inhibition, most hits filed as inhibitors; hit rate 0.35% among 350,000;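 note: potency is the fitted concentration of half-maximal effect; plate controls were vehicle for no effect and reference inhibitor for full effect; nearly all actives have a fitted effect of over 55% in size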
#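 Substrate: short duplex with […] THF abasic site, 5'-TAMRA and 3'-BHQ-2, 50 nM final. APE1 at 0.75 nM, preincubated 15 min RT with compound. Fluorescence increase from first to third read measured activity.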
# GRP78 ERSR act: inducers of ER stress response in human glioma cells. Potency, µM, without a hit: at the highest dose activation, usual class: activators. AID 602332. U87-MG GRP78 promoter luciferase reporter, 16 h. hit rate 0.02% among 420,000; note: potency is the fitted concentration of half-maximal effect; series mostly up to about 76 µM; % of control where 0% means no effect; nearly all actives have a fitted effect of over 35% in size
#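 Stably transfected U87-MG human glioma cells carrying a GRP78-based luminescent sensor were seeded at 1000 cells/well, pin-dosed with compounds and incubated 16 h. Luciferase reagent was then added, and end-point luminescence was read after 10 min at room temperature.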
# Pol eta inh: DNA polymerase eta (human) inhibition. Q9Y253. recombinant Pol eta, fluorescent DNA replication assay. Potency, µM (series often up to 114 µM), without a hit: at the top dose activity change, negative = inhibition, usual class: inhibitors. hit rate 1.2% among 390,000; note: potency is the fitted concentration of half-maximal effect; % is set by controls: 0 for no effect and ±100 for the full control effect
#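 Pol eta at 10 nM preincubated with compounds 15 min at room temperature; reaction started with fluorescent substrate (50 nM final) and read kinetically at 0 and 10 min.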
# An asterisk follows results filed as active; ? = inconclusive; . = no result given; & = joins results of further samples; [ ] = remark or other dose. Unless noted, calls come from the whole dose curve; as a rule, active = well fitted curve in the direction sought with a large enough effect; inconclusive = small, poorly fitted or top-dose-only effect, or another doubt; inactive = no such curve, though single readings can be large; an effect the other way counts as inactive or inconclusive. An excerpt; rates above refer to the full screens.
canonical_smiles | Anesthetic bind | APEX1 inh | Pol beta inh | Pol eta inh | GRP78 ERSR act | POLI inh | BLM helicase inh | POLK inh | LDHA block
O=C(NCc1nc(-c2ccc(C(F)(F)F)cc2)no1)Nc1cc(Cl)cc(Cl)c1 | ? | 1% | 0% | -14% | 1% | -4% | -10% | -16% | -15
CC(C)(C)NC(=O)CN(Cc1cccnc1)C(=O)c1csnn1 | -7% | 0% | 10% | 1% | -4% | 15% | 0% | -2% | 0
CCCCn1c(-c2ccc(S(=O)(=O)N3CCOCC3)cc2)csc1=Nc1ccccc1 | 4% | . | -17% | -10% | -4% | -11% | -6% | -7% | -13
OC(CNc1nc2ccccc2s1)c1ccccc1 (stereo not given) | -18% | -2% | -20% | -13% | 3% | -9% | 0% | -1% | -3
COc1ccc(-c2cc(C3CCN(Cc4cccc(C(F)(F)F)c4)CC3)[nH]n2)cc1 | -11% | -1% | ? | -17% | 1% | 5% | ? | -12% | 8
O=C(NCC1CCCO1)C(=O)N/N=C/c1c(F)cccc1Cl (stereo not given) | 0% | 22% | -8% | -9% | -5% | 39%[activator] | -5% | 0% | -7
CC(=O)c1ccc(-n2c(CCC(=O)O)ccc2-c2cccs2)cc1 | ? | -5% | ? | ? | 0%&1% | ? | -7%&-8% | -17%&-7% | 2&5
CCCn1c(=N)c(C(=O)NCc2ccc3c(c2)OCO3)cc2c(=O)n3cccc(C)c3nc21 | ? | 0% | ? | -4% | -10% | 13% | 31%[activator] | 2% | -4
Cc1cc(C)nc(N2CCCC(C(=O)NCCc3cccc(F)c3)C2)n1 (stereo not given) | -6% | 1% | 1% | -10% | -2% | -16% | -1% | 6% | 0
CCOC(=O)CNC(=O)N1c2ccccc2Sc2ccccc21 | -6% | -3% | 4% | -17% | -7% | 17% | -5% | 1% | -1
COc1ccc(CC2(CO)CCN(Cc3cc4ccccc4o3)CC2)cc1 | -4% | 13% | 27% | -14% | -2% | 37%[activator] | -1% | -2% | -1
Cc1cc(=O)[nH]c(NN=C2C3CC4CC(C3)CC2C4)n1 | -3% | 0% | -10% | -9% | 1% | 16% | -6% | 15% | 0
Cc1cc2nc(-c3ccc(OCc4ccccc4C)cc3)cc(C(F)(F)F)n2n1 | -5% | . | 1% | -15% | -1% | 6% | -2% | -22% | -3
CCN(CC)C(=O)c1[nH]cnc1C(=O)NCCCCCNC(=O)OC(C)(C)C | . | 3% | . | -13% | -1% | -10% | . | -17% | -7
Cc1ccc(-c2nc(S(=O)(=O)c3ccc(C)cc3)c(SCC(=O)c3ccccc3)o2)cc1 | -8% | . | -1% | -8% | -4% | ? | -9% | -21% | -1
COCCn1c(SCC(=O)N2CCCC2)nc2c([nH]c3ccccc32)c1=O | -3% | 11% | 15% | -9% | -3% | -8% | -1% | 15% | -1
Cc1cc(C(=O)COc2ccccc2[N+](=O)[O-])c(C)n1C1CC1 | ? | -9% | 1% | -8% | 7% | ? | -8% | 1% | 10
O=C(O)/C=C/c1cn(Cc2ccccc2)nc1-c1ccccc1 | -5% | 0% | 30% | -6% | -2% | 5% | 0% | -10% | -1
CC(C)CSc1nnc2[nH]c(=O)cc(N)n12 | 3% | 0% | 1% | -7% | 0% | -5% | 2% | -3% | -8
Cc1ccccc1Nc1ccc([N+](=O)[O-])cn1 | ? | -16% | 13% | 9% | -1% | 97%[activator] | -2% | -15% | -6

# The last two compounds of the section above are carried over, then new ones follow.
canonical_smiles | Anesthetic bind | APEX1 inh | Pol beta inh | Pol eta inh | GRP78 ERSR act | POLI inh | BLM helicase inh | POLK inh | LDHA block
CC(C)CSc1nnc2[nH]c(=O)cc(N)n12 | 3% | 0% | 1% | -7% | 0% | -5% | 2% | -3% | -8
Cc1ccccc1Nc1ccc([N+](=O)[O-])cn1 | ? | -16% | 13% | 9% | -1% | 97%[activator] | -2% | -15% | -6
COC(=O)C1=C(C)N(CC(C)C)C(=O)C1 | -14% | 14% | -1% | -1% | 1% | -30% | 2% | -2% | -2
c1ccc2c(c1)OCC(c1nnc3n1-c1ccccc1SC3)O2 (stereo not given) | -23% | -3% | -14% | -12% | -7% | ? | 0% | -7% | -2
CN(C)/C=C/C(=O)c1ccc(Cl)c([N+](=O)[O-])c1 | -15% | -12% | -14% | -12% | 0% | 22% | -4% | -3% | -2
O=C(O)/C(=C\c1ccc(-c2ccccc2[N+](=O)[O-])o1)c1ccccc1 | -23% | 23% | -10% | 8% | -1% | -3% | -11% | 3% | 7
O=C(N1CCOCC1)N1CCOCC1 | -8% | 14% | 9% | -1% | -8% | 9% | -5% | 2% | -9
O=C(CSc1nnc(COc2ccccc2)n1-c1ccccc1)c1cccs1 | ? | -5% | 4% | -3% | -3% | ? | -8% | -5% | -5
O=C(Nc1ccc(Br)cn1)c1ccc2ccccc2c1 | -4% | -1% | 47% | -6% | -4% | -9% | 3% | 5% | -5
Cc1ccc2[nH]c3c(c2c1)CN(C(=O)CN1CCN(C(=O)c2ccco2)CC1)CC3 | 6% | -5% | 4% | . | . | . | -3% | . | .
CCCC(=O)Nc1cc(C)c(NC(=O)c2ccccn2)cn1 | -17% | -2% | 54% | -7% | 0% | 0% | 0% | -20% | 4
CCOC(=O)N1CCc2c(sc3c2c(=O)n(-c2ccc(CC)cc2)c(=O)n3C)C1 | -7% | . | -1% | -24% | 2% | 35%[activator] | -3% | -3% | -1
COc1cnc(-c2cccc(C(F)(F)F)c2)nc1OC | -14% | 6% | 23% | -12% | -2% | 16% | -5% | 6% | -2
CCCCCOC(=O)c1ccc(N2C(=O)C3C4C=CC(C4)C3C2=O)cc1 (stereo not given) | ? | 1% | 3% | -17% | 0% | 17% | -14% | -16% | 4
CC(=O)c1sc(N/N=C\c2c(O)ccc3ccccc23)nc1C | . | . | . | -14% | 5% | ? | . | -4% | 5
CCN(CC(=O)Nc1ccccc1C(F)(F)F)C(=O)c1ccccc1OCc1ccc(F)cc1 | . | . | . | -17% | -4% | 26% | . | -10% | -3
CCNC(=O)COC(=O)/C=C/c1cccs1 | -6% | 2% | 30% | 12% | -4% | 8% | -4% | -18% | -9
CC(NC(=O)Cc1cccs1)C(c1cccs1)N1CCN(c2ccccc2F)CC1 (stereo not given) | -4% | -6% | 0% | -8% | -2% | -1% | -5% | -9% | -2
Cc1cc(NS(=O)(=O)c2ccccc2)c(C)c(Cl)c1O | ? | 17% | -1% | -27% | -2% | 25% | -3% | -14% | 9
C=CCNC(=S)NNC(=O)c1cccn(Cc2cccc(Cl)c2)c1=O | -18% | -2% | 6% | 3% | -4% | 6% | -5% | -9% | -8
Cn1c(=O)c2c(nc(NCCc3ccccc3)n2Cc2ccccc2)n(C)c1=O | -9% | -2% | 4% | -2% | -2% | -28% | -4% | 6% | -5
CCOC(=O)/C(=N\Nc1ccccc1[N+](=O)[O-])c1csc(N)n1 | -18% | 0% | 16% | -11% | -1% | 34%[activator] | -4% | -21% | 6
CN(C)S(=O)(=O)c1ccc(N2CCCC2)c(C(=O)Nc2ccccc2Br)c1 | . | 2% | . | -17% | -5% | 29% | . | 4% | -11
COc1ccc([N+](=O)[O-])cc1NC(=O)COC(=O)Cc1cc(OC)c(OC)c(OC)c1 | -20% | 1% | 19% | -4% | -6% | 77%[activator] | -6% | -6% | -9
CCOC(=O)c1[nH]c2ccc(C)cc2c1N=CN(CC)CC | -12% | 1% | -3% | -13% | 5% | 18% | 4% | 0% | 1
C=CCc1ccc(OCc2ccc(C(=O)OC)o2)c(OC)c1 | -20% | -4% | ? | 5% | -12% | -3% | -5% | -3% | -1
CCOC(=O)C[C@H]1c2cc(C(F)(F)F)ccc2S(=O)(=O)N1Cc1ccccc1 | . | . | . | -21% | 1%&-3% | 22%&26% | . | 6%&-11% | 4
O=C(NCCCN1CCOCC1)C1COc2ccccc2O1 (stereo not given) | -6% | 7% | 52% | -2% | -2% | -7% | -2% | -14% | 0
CCc1nn(CCCC(=O)N2CCc3ccccc3C2)c(=O)c2cc3occc3n12 | -21% | -4% | 4% | -3% | -7% | 5% | -2% | -4% | -5
Cc1ccc(C(=O)/C=C/c2cc(C#N)n(C)c2C)cc1 | -7% | 53%[activator] | -18% | -10% | 2% | 36%[activator] | -6% | 3% | -4
COc1ccc(CN2CCOCCOCCOCCOCCOCC2)cc1 | -7% | 3% | 4% | -7% | -2% | -20%[58.9 µM] | -1% | 1% | -5
CC(C)CCNC(=O)CCc1nnc(Cc2c[nH]c3ccccc23)o1 | -12% | 3% | 27% | -2% | 6% | 60%[activator] | -3% | 4% | -5
CC(C)(C)n1nnnc1CN1CCC(NC(=O)NC2CCCCC2)CC1 | -8% | 7% | -25% | -14% | -3% | 10% | -2% | 0% | -2
CCOc1ccc(S(=O)(=O)N2CCC(C(=O)NCc3ccncc3)CC2)cc1Cl | 8% | 0% | 8% | -4% | -5% | 34%[activator] | 0% | -2% | 4
O=C(c1ccc(CSc2ccc(Cl)cc2)cc1)N1CCCC1 | ? | 0% | 0% | ? | 5% | 44%[activator] | -3% | -8% | -4
NNC(=O)c1ccc(COc2cccc3ccccc23)o1 | -9% | 8% | 4% | -2% | -2% | 20% | -5% | -10% | 2
COC(=O)Cc1nc(NC(=O)c2cccs2)sc1C | -8% | 22% | 20% | -12% | -3% | 132%[activator] | -3% | -9% | 2
COc1ccc(OC)c(S(=O)(=O)Nc2ccc(-c3ccc4nncn4n3)cc2)c1 | . | 12% | . | -13% | 0% | 44%[activator] | . | -2% | 0
CCOC(=O)[C@@H]1[C@H]2COc3ccc(Br)cc3[C@@H]2N2C(=O)N(c3ccc(Br)cc3)C(=O)[C@@]12C | . | -4% | . | -9% | 1% | 15% | . | -7% | -6
NS(=O)(=O)c1ccc(CCNCc2cccs2)cc1 | -2% | 3% | -4% | -18% | -4% | 17% | 4% | 7% | -3
O=C1CC(=O)N(CCc2ccccc2)C(=O)N1CCc1ccccc1 | 7% | 3% | 59% | -4% | -3% | -15% | -16% | -29% | -9
CC(C)(C)NS(=O)(=O)c1ccc(OCC(=O)NCC2CCCO2)cc1 (stereo not given) | . | 4% | . | -1% | -6% | -17% | . | 8% | -11
Cc1ccc(SC(C)C(=O)Nc2ncn[nH]2)cc1 (stereo not given) | -12% | 7% | 5% | -1% | -3% | ? | 0% | -6% | 0
